High-throughput results from PubChem.
Cl transport mod: KCC2 cotransporter modulators, thallium flux, primary screen, cell-based, HEK293 KCC2, FluoZin-2 fluorescence, MLSMR | Solute carrier family 12 member 5 (Homo sapiens), Q9H2X9 | KCC2 cells, thallium flux FluoZin-2 fluorescence | B-score of Tl+ flux slope (higher = more flux/activation; lower = inhibition) at 10 µM | 190,000 tested, 2.2% active | AID 1456, 2008;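 active = thallium flux slope and its plate-corrected score both differing from the plate sample mean at a set confidence after two filtering rounds, in either direction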;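 also: slope of fluorescence scaled to starting intensity during 10 to 20 s after thallium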
Rad51 HR inh: human RAD51 strand exchange inhibitors, primary screen, biochemical, fluorescence | DNA repair protein RAD51 homolog 1 (Homo sapiens), Q06609 | hRad51 DNA strand exchange, fluorescence dequenching | inhibition, % at 10 µM | 200,000 tested, 0.085% active | AID 1385, 2008;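 active = inhibition above 40% at the single screening dose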;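 also: 0% = DMSO control wells and 100% = blanks with heterologous ssDNA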
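Material: Human Rad51 nucleoprotein filaments preassembled on unlabelled ssDNA | Also added: Labelled 47-mer dsDNA for strand exchange | Dosing: Single dose, 10 µM final compound | Schedule: 30-min compound preincubation and 15-min exchange, both room temperature | Technique: Fluorescence dequenching at 485/520 nm | Measure: Percent inhibition relative to plate controls and blanks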
PERK inh: block of dimerizer-induced PERK translation repression, primary screen, PERK inhibitor project, CHO PERK-DD cells, SEAP luminescence, HTS | Eukaryotic translation initiation factor 2-alpha kinase 3 (Homo sapiens), Q9NZJ5 | CHO PERK-DD fusion, SEAP luminescence translation reporter | inhibition, % at 5.6 µM | 220,000 tested, 0.17% active;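 active = inhibition above the mean inhibition of all tested compounds plus 3 SD, set separately per screening campaign, cut at about 2.9% in these data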;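 also: PERK kinase domain activated by AP20187 dimerizer at 100 nM; 0% = DMSO with dimerizer and 100% = rapamycin at 8.4 µM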
Thrombin inh: human alpha-thrombin inhibitors, primary screen, counter-screen for coagulation protease inhibitor project, biochemical, 1536-well, fluorogenic AMC substrate; Prothrombin (Homo sapiens), P00734; Boc-VPR-AMC fluorogenic substrate cleavage; inhibition, % at 5 µM; 220,000 tested, 0.26% active; AID 1046, 2008;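 active = inhibition at or above 40%; inactive = inhibition below 40%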;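 also: 0% = enzyme with no compound and 100% = wells without enzyme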
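Assay system: human alpha-thrombin enzyme. Reagent: Boc-VPR-AMC substrate, 15 µM final. Compound dosing: one concentration per compound, 5 µM, with 0.2% DMSO. Incubation: room-temperature reaction. Technique: AMC fluorescence, 355/460 nm. Measure: % inhibition relative to enzyme controls and enzyme-free blanks.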
Calpain2 inh: inhibitors of pig calpain II, primary screen, biochemical, fluorogenic peptide substrate, 1536-well; purified calpain II, 30 min; inhibition, % at 16 µM; 220,000 tested, 0.37% active;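 active = inhibition above about 50%, limit read from the data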
KLK5 inh: human KLK5 protease inhibitors, primary screen, biochemical, 1536-well | Kallikrein-5 (Homo sapiens), Q9Y337 | recombinant hK5, fluorogenic AMC substrate cleavage | inhibition, % at 5 µM | 210,000 tested, 0.59% active;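 active = inhibition of 40% or more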;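 also: 0% = enzyme controls without compound and 100% = no-enzyme blanks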
Target sequence (Q9Y337 67-293 limits assumed): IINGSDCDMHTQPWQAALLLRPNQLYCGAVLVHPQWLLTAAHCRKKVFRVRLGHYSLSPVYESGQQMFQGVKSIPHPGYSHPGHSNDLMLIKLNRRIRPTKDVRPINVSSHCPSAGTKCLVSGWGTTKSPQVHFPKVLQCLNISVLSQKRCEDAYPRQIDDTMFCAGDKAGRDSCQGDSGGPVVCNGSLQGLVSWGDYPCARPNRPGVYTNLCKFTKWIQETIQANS
FXIIa inh: human FXIIa protease inhibitors, primary screen, biochemical, 1536-well. inhibition, % at 5 µM. purified FXIIa, Boc-QGR-AMC fluorogenic substrate, 2 h. 220,000 tested, 0.3% active; in the data active = inhibition above about 40%;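 also: 0% = enzyme with no compound and 100% = blank without enzyme; many of its hits are not listed in these tables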
Furin inhibitor: human furin inhibitors, primary screen, biochemical, fluorescence intensity; 220,000 tested, 0.061% active; inhibition, % at 30 µM; purified furin, fluorogenic substrate cleavage; P09958; in the data active = inhibition above about 25%; also: inactives centre near -15
FXIa inh: human FXIa protease inhibitors, primary screen, biochemical, 1536-well; AID 798, 2007; Coagulation factor XI (Homo sapiens), P03951; inhibition, % at 5 µM; 220,000 tested, 0.14% active; purified FXIa, Boc-Glu-Ala-Arg-AMC fluorogenic substrate;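 active = inhibition of at least 40%; inactive = inhibition below 40%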;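 also: fluorescence of freed AMC excited at 355 nm; 0% = enzyme without compound and 100% = no enzyme blank; many of its hits are not listed in these tables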
Target sequence (P03951 19-387 limits assumed): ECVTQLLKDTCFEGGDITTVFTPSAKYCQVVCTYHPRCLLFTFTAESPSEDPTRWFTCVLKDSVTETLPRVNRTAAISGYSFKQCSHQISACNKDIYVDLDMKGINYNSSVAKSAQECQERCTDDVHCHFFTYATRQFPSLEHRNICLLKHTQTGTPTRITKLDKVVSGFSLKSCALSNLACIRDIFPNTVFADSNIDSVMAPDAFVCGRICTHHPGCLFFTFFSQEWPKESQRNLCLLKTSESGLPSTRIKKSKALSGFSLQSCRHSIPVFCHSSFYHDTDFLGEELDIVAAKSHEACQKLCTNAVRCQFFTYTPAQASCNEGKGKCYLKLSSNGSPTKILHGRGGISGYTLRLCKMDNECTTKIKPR
Target sequence (P03951 388-625 limits assumed): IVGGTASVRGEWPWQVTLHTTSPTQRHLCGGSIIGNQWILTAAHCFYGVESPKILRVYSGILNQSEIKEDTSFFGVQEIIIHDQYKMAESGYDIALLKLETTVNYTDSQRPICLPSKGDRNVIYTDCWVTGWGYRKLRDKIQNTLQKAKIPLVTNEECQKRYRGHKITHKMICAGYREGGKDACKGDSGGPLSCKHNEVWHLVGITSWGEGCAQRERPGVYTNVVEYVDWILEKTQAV
* = called active by the depositor; / = not tested or not shown; [ ] = another dose, or the depositor's remark. An excerpt; rates above refer to the full screens.

item | canonical_smiles | Cl transport mod | Rad51 HR inh | PERK inh | Thrombin inh | Calpain2 inh | KLK5 inh | FXIIa inh | Furin inhibitor | FXIa inh
1 | CCOC(=O)C(C)Sc1ncc(OC)c(Sc2ccc(Cl)cc2)n1 (stereo unspecified) | -0.0095 | 0 | 0.1 | -4 | 3 | 16 | 5 | -13[20 µM] | -2
2 | CN1CCN(C2=Nc3cc(F)ccc3Cc3ccccc32)CC1 | -0.039 | -5 | 1.4 | / | 7 | / | / | / | /
3 | O=S(=O)(/N=C(/NS(=O)(=O)c1ccccc1)c1ccccc1)c1ccccc1 | -0.36 | 0 | 0.6 | -7 | -38 | 2 | 8 | -20 | -3
4 | CCN(c1ccccc1)c1ncnc2c1cnn2-c1ccccc1 | / | 6 | 0.4 | 1 | -5 | 2 | 11 | -10 | 4
5 | O=C(Oc1ccc2ccccc2c1)c1cncc(Br)c1 | -0.27 | -7 | -0.2 | 2 | -9 | 0 | 8 | -10[20 µM] | -5
6 | COc1ccc(C(CNC(=O)COc2ccc(-c3ccccc3)cc2)N2CCOCC2)cc1 (stereo unspecified) | -3.3 | 18 | 0.0 | 2 | 13 | 3 | 4 | -12 | 11
7 | O=C(COc1cccnc1[N+](=O)[O-])NCc1ccc2c(c1)OCO2 | -0.073 | 2 | 1.4 | 1 | 15 | 7 | 9 | -20 | 2
8 | COc1cc(NS(C)(=O)=O)cc(OC)c1OC | 0.29 | 11 | -0.2 | 2 | -23 | 4 | 12 | -34 | -2
9 | Cc1ccc(-n2nc(C(=O)O)c(O)cc2=O)cc1 | 0.91 | 23 | -0.6 | 2 | -37 | -1 | 11 | -24 | 0
10 | CCCOc1ccccc1N/C(=N/c1nc(C)cc(C)n1)NC(=O)Nc1ccc(Cl)cc1 | 0.26 | 2 | 0.9 | 2 | 31 | 5 | 6 | 3[20 µM] | 2
11 | Cc1ccc(SCc2ccc(C(=O)Nc3ccccc3C(=O)NC(C)C)cc2)cc1 | -0.059 | 8 | 1.0 | -5 | -21 | -4 | 13 | -21 | 3
12 | Brc1ccc(-c2nc(-c3ccccn3)no2)o1 | -0.15 | 1 | 0.4 | -4 | -30 | -1 | 10 | -17 | 8
13 | COc1ccc(-c2[nH]c3ccccc3c2SCCNC(=O)c2cc3ccccc3oc2=O)cc1 | 0.65 | 8 | -0.5 | 1 | -52 | -11 | 5 | -18 | 0
14 | O=C(O)c1[nH]c2ccccc2c1CC(=O)N1CCOCC1 | -0.24 | 2 | 0.6 | -2 | -34 | 13 | 14 | -29 | 0
15 | CCOCCCN(C(=O)Nc1ccc(CC)cc1)C1CCN(C(C)=O)CC1 | 0.44 | 4 | 0.6 | 6 | -19 | -2 | 3 | -17 | 5
16 | O=C(O)CCC(=O)Nc1ccc(Oc2ncnc3cc(Cl)ccc23)nc1 | 2.4 | 13 | 1.9 | 0 | 11 | 2 | 7 | -18 | 2
17 | COCCCNC(=O)CCCn1c(=O)c2ccccc2n(CC(=O)Nc2c(C)cc(C)cc2C)c1=O | 0.12 | / | -0.9 | -8 | 3 | -11 | 4 | -16 | -1
18 | CCn1c(/C=C2\C(=O)N(C(C)C)c3ccccc32)nc2ccccc2c1=O | -0.46 | 12 | -2.3 | -5 | -22 | 0 | -3 | -11 | -1
19 | CCOC(=O)c1c(C)[nH]c(C(=O)NNC(=O)c2ccccc2)c1C | / | -4 | 1.6 | 5 | 5 | -3 | 20 | -20[20 µM] | 3
20 | Cc1[nH]c2ccccc2c1C(=O)C(C)OC(=O)c1ccc([N+](=O)[O-])o1 (stereo unspecified) | -0.58 | -4 | -0.1 | -4 | -17 | -1 | / | -33 | -3
21 | Cc1nc2ccccc2c2nc3ccccc3n12 | -1.4 | -2 | -0.5 | 5 | -268 | -22 | 7 | -22[20 µM] | 1
22 | COc1ccc(C(=O)Nc2cc(Cl)ccc2C(=O)O)cc1 | -2.1 | -52 | 0.8 | -6 | -1 | / | 3 | -20 | 1
23 | Cc1ccc(NC(=O)c2ccc(N3CCOCC3)c([N+](=O)[O-])c2)cc1S(=O)(=O)N1CCOCC1 | 0.66 | 2 | -0.3 | -6 | 0 | 0 | 5 | -10 | 1
24 | CC1(OC(=O)C2CCCC2)C(=O)C=C2C=C(c3ccsc3)N(C3CCCCC3)C=C2C1=O (stereo unspecified) | -0.92 | 11 | / | -3 | 2 | 2 | 4 | 2 | 0
25 | C/C(=N\NS(C)(=O)=O)c1ccc(C)cc1 | -0.078 | 3 | 0.5 | -1 | -24 | -10 | 13 | -26[20 µM] | 2
26 | Cc1cccc2c(=O)n3c(nc12)CCCCC3 | 0.05 | -5 | 0.5 | 5 | 0 | 1 | 13 | -22[20 µM] | -5
27 | CC(CCCC(C)(C)O)NC(=O)c1cc(COc2ccc3ncccc3c2)on1 (stereo unspecified) | -0.56 | -1 | 1.3 | -2 | -8 | -2 | 5 | -17 | 7
28 | Cc1ccc2c(c1)c1c(n2CC(O)CNC2CCCCC2)CCCC1 (stereo unspecified) | 1.7 | -7 | 0.0 | 0 | -42 | 14 | 7 | -19 | 1
29 | CCOC(=O)CNC(=O)CSc1ncnc2c1cnn2-c1ccc(Cl)cc1 | 0.024 | 9 | 0.4 | -7 | 9 | 10 | 12 | -24 | -1
30 | Cc1nc2c(-c3ccccc3)c(C)nn2c(C)c1CCC(=O)N1CCOCC1 | 0.99 | 0 | -1.6 | 1 | -8 | 3 | 8 | -4 | -2
31 | COc1ccc(NC(=O)NC(C(F)(F)F)C(F)(F)F)cc1 | / | / | 1.4 | 1 | -15 | -9 | -6 | -22 | 0
32 | COc1c2ccoc2nc2c(OC)c(OCC(OC(C)=O)C(C)(C)O)ccc12 (stereo unspecified) | 0.31 | / | 0.9 | -2 | -377 | 3 | 8 | -36 | 2
33 | O=C(Oc1ccc2c(c1)O/C(=C\c1ccncc1)C2=O)c1ccccc1 | 0.34 | -12 | 1.0 | 1 | 3 | -1 | 8 | -7 | 7
34 | O=C1N(Cc2cccc(Cl)c2)C[C@@H]2C[C@@H](c3cccc4ncccc34)N3CCC[C@@]123 | / | -18 | -0.2 | -12 | -4 | 0 | 9 | -11 | -3
35 | CCOC(=O)c1nc2nc(C)c(Cl)c(=O)n2[nH]1 | / | 5 | 1.1 | 0 | 8 | -5 | 17 | -13 | 7
36 | Cc1ccc(N2C(=O)c3ccc(C(=O)NCCN4CCOCC4)cc3C2=O)cc1 | 0.0062 | / | 2.6 | 6 | -8 | 1 | 12 | -23 | 0
37 | COCCCNC(=O)/C=C/c1cccc(Cl)c1 | 0.18 | -3 | 0.5 | 4 | 5 | -3 | 17 | -1 | 6
38 | COc1ccc(C2C(C#N)=C(N)OC3=C2C(=O)CCC3)cc1Cn1nc(C)c([N+](=O)[O-])c1C (stereo unspecified) | 1.8 | 0 | 0.0 | -11 | 15 | -18 | -19 | -21[20 µM] | -17
39 | COc1cccc(C(=O)O/N=C/c2ccc(Sc3ccc(C)cc3)nc2)c1 | / | -12 | 0.3 | 0 | -4 | 7 | 15 | -13[20 µM] | -12
40 | c1ccc(-n2nnnc2SCc2cn3ccccc3n2)cc1 | -0.81 | 3 | -0.8 | 1 | -39 | -10 | 14 | -22 | 7

Some of the entries so far, in transposed form:
[8] COc1cc(NS(C)(=O)=O)cc(OC)c1OC
[9] Cc1ccc(-n2nc(C(=O)O)c(O)cc2=O)cc1
[10] CCCOc1ccccc1N/C(=N/c1nc(C)cc(C)n1)NC(=O)Nc1ccc(Cl)cc1
[11] Cc1ccc(SCc2ccc(C(=O)Nc3ccccc3C(=O)NC(C)C)cc2)cc1

| compound no. | 8 | 9 | 10 | 11 |
| --- | --- | --- | --- | --- |
| Cl transport mod | 0.29 | 0.91 | 0.26 | -0.059 |
| Rad51 HR inh | 11 | 23 | 2 | 8 |
| PERK inh | -0.2 | -0.6 | 0.9 | 1.0 |
| Thrombin inh | 2 | 2 | 2 | -5 |
| Calpain2 inh | -23 | -37 | 31 | -21 |
| KLK5 inh | 4 | -1 | 5 | -4 |
| FXIIa inh | 12 | 11 | 6 | 13 |
| Furin inhibitor | -34 | -24 | 3[20 µM] | -21 |
| FXIa inh | -2 | 0 | 2 | 3 |

Reprinted at random: four records from the list.
item | canonical_smiles | Cl transport mod | Rad51 HR inh | PERK inh | Thrombin inh | Calpain2 inh | KLK5 inh | FXIIa inh | Furin inhibitor | FXIa inh
39 | COc1cccc(C(=O)O/N=C/c2ccc(Sc3ccc(C)cc3)nc2)c1 | / | -12 | 0.3 | 0 | -4 | 7 | 15 | -13[20 µM] | -12
35 | CCOC(=O)c1nc2nc(C)c(Cl)c(=O)n2[nH]1 | / | 5 | 1.1 | 0 | 8 | -5 | 17 | -13 | 7
40 | c1ccc(-n2nnnc2SCc2cn3ccccc3n2)cc1 | -0.81 | 3 | -0.8 | 1 | -39 | -10 | 14 | -22 | 7
33 | O=C(Oc1ccc2c(c1)O/C(=C\c1ccncc1)C2=O)c1ccccc1 | 0.34 | -12 | 1.0 | 1 | 3 | -1 | 8 | -7 | 7

Back to the main list with the 3 entries that preceded the break.
item | canonical_smiles | Cl transport mod | Rad51 HR inh | PERK inh | Thrombin inh | Calpain2 inh | KLK5 inh | FXIIa inh | Furin inhibitor | FXIa inh
38 | COc1ccc(C2C(C#N)=C(N)OC3=C2C(=O)CCC3)cc1Cn1nc(C)c([N+](=O)[O-])c1C (stereo unspecified) | 1.8 | 0 | 0.0 | -11 | 15 | -18 | -19 | -21[20 µM] | -17
39 | COc1cccc(C(=O)O/N=C/c2ccc(Sc3ccc(C)cc3)nc2)c1 | / | -12 | 0.3 | 0 | -4 | 7 | 15 | -13[20 µM] | -12
40 | c1ccc(-n2nnnc2SCc2cn3ccccc3n2)cc1 | -0.81 | 3 | -0.8 | 1 | -39 | -10 | 14 | -22 | 7
41 | COc1ccccc1NS(=O)(=O)c1cccc(C(=O)NN)c1 | 1.3 | / | 0.4 | -6 | 5 | 8 | 4 | -20[20 µM] | -1
42 | O=c1c2nnn(-c3ccc(Cl)cc3)c2ncn1Cc1ccccn1 | / | / | 0.3 | 5 | -2 | 4 | 15 | -20 | 3
43 | Oc1cccc(/C=N/N(Cc2ccccc2)c2ccccc2)c1 | 0.61 | 9 | -0.4 | -8 | 28 | -5 | / | 2 | -3
44 | CC1CC(C)(C)Nc2ccc(OC(=O)c3ccco3)cc21 (stereo unspecified) | 0.83 | -4 | -0.3 | -1 | 11 | 3 | 13 | -13 | 2
45 | O=C(Nc1ccccc1C(F)(F)F)c1ccc(F)c(S(=O)(=O)N2CCOCC2)c1 | 0.072 | -2 | 0.6 | -4 | -5 | -10 | 9 | -27 | -6
46 | Cc1ccnc(NS(=O)(=O)c2ccc(N=CC3=C(O)CC(C)(C)CC3=O)cc2)n1 | 1.2 | -2 | 0.8 | -6 | -23 | -2 | 6 | 20[20 µM] | 3
47 | CC(OC(=O)c1nsc(Cl)c1Cl)C(=O)NCc1cccs1 (stereo unspecified) | -0.08 | -2 | 1.4 | -6 | -19 | 4 | 3 | -19 | -1
